Compound activity deposited in PubChem BioAssay by several laboratories.
STEP inh – STEP (human) phosphatase inhibition. inhibition, % at 20 µM. AID 588621. 360,000 compounds, 0.25% hits. P54829. recombinant STEP, OMFP fluorogenic substrate, fluorescence;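 active = inhibition at 20 µM, scaled per plate between control wells, above about 37%, limit read from the data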;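 also: 0% = DMSO with enzyme and substrate and 100% = substrate only without enzyme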
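medium = Bis-Tris buffer pH 6.0, 2.5 mM DTT, 0.005% Tween 20 | test system = STEP (striatal-enriched tyrosine phosphatase) enzyme, cell-free | measure = normalized % inhibition | compound dosing = 20 µM, 1% DMSO | also added = 25 µM OMFP | schedule = reaction 20 min, ambient temperature | measured by = fluorescence read at 480 nm ex / 540 nm em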
Scp1 inh – Scp-1 (human) phosphatase inhibition; Recombinant Scp1, phosphopeptide, malachite green phosphate absorbance; Q9GZU7; 340,000 compounds, 0.88% hits; inhibition, % at 20 µM;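 active = inhibition above about 50% at 20 µM, limit read from the data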;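 also: plate controls were DMSO wells with enzyme for no effect and wells lacking enzyme for full effect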
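Test system: SCP-1 phosphatase catalytic domain, residues 76-261; measured by: colorimetric phosphate reagent with accelerator and stabiliser, absorbance at 630 nm; timing: enzyme reaction 45 min at room temperature, colour 5 min, stabilisation 30 min; also added: Phosphorylated 17-residue peptide substrate; compound dosing: one concentration, 20 µM, with 1.0% DMSO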
PABP1 MLLE inh – inhibitors of microRNA-mediated deadenylation, human PABP1 MLLE binding; P11940; GST-MLLE / FITC-PAM2 fluorescence polarization; inhibition, % at 20 µM; 360,000 compounds, 0.36% hits; in the data active = inhibition above about 35%, passing the limit was not always enough;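 also: plate controls were DMSO wells with GST-MLLE for no effect and wells lacking GST-MLLE protein for full effect; some results filed as inactive read as strong as hits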
NadD block – NadD (S. aureus) enzyme inhibition; purified NadD enzyme, colorimetric absorbance read-out; inhibition, % at 20 µM; 360,000 compounds, 0.78% hits; AID 602399; in the data active = inhibition above about 26%; also: some compounds past the cut are filed as inactive
SUMO1-SIM PPI – SUMO1-SIM interaction modulation; inhibition, % at 20 µM; 360,000 compounds, 0.33% hits; SUMO1 binding to a labelled peptide, TR-FRET, 1 h; P63165; AID 602429; in the data active = inhibition above about 37%
TbMetRS inhib – blocks T. brucei methionyl-tRNA synthetase activity; purified T. brucei MetRS, ATP depletion, Kinase-Glo luminescence; inhibition, % at 11.9 µM; 360,000 compounds, 0.4% hits; AID 624268;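 active = inhibition above a per-plate cutoff of the control wells' mean inhibition plus 3 SD, cut at about 5.5% in these data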;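 also: 0% = DMSO wells median and 100% = median of wells with control inhibitor compound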
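Test system: purified T. brucei MetRS enzyme. Also added: ATP, methionine and E. coli bulk tRNA substrates. Compound: 11.9 µM single point. Schedule: 15 min enzyme-compound preincubation, 2 h reaction, 10 min detection, 25 °C. Signal: luciferase luminescence of residual ATP, Kinase-Glo. Evaluation: percent inhibition versus plate control medians. Controls: DMSO wells, low control.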
DNMT1 block – DNMT1 (human) enzyme inhibition. inhibition (reported as % activation of signal), % at 10 µM. AID 588458. 360,000 compounds, 0.83% hits. P26358. DNMT1 molecular beacon, Hinp1I cleavage, fluorescence; in the data active = inhibition above about 50%
Target sequence (P26358 504-1616 limits assumed): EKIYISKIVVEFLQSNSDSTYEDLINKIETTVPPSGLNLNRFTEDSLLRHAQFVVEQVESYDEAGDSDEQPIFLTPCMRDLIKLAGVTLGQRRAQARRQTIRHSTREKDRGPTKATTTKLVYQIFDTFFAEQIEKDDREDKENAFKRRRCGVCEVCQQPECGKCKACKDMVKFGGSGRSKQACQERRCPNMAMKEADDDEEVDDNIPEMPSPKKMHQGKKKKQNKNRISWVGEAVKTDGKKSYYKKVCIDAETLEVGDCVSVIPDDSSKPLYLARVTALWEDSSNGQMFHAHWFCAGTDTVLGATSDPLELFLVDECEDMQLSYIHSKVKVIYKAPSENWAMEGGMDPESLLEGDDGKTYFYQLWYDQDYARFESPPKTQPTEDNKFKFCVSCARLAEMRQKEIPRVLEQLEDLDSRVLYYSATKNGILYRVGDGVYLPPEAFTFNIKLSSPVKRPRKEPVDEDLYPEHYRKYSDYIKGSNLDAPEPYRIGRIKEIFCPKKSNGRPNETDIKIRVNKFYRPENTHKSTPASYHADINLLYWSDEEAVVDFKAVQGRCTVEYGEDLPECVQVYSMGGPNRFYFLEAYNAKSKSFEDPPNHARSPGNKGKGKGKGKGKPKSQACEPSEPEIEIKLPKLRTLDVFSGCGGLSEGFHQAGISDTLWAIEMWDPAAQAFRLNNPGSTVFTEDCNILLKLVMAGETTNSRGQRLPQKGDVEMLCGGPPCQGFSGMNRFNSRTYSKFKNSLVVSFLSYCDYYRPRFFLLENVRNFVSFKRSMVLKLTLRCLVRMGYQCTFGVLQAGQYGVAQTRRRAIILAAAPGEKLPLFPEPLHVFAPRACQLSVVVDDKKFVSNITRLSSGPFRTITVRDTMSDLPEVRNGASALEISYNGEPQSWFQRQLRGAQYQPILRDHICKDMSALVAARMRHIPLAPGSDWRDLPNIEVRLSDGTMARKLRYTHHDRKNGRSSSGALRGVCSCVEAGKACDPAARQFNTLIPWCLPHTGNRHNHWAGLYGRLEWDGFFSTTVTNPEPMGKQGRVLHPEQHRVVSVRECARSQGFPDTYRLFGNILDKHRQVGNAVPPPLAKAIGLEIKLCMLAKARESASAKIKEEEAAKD
CSN inh – CSN deneddylation inhibition; Purified CSN, SCF-Nedd8-OG deneddylation, fluorescence polarization; inhibition, % at 12.5 µM; 360,000 compounds, 0.38% hits; AID 651999;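 active = pattern-corrected inhibition above about 35%, with an unprinted fluorescence ratio check between 0.5 and 1.5, limit read from the data, passing the limit was not always enough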;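 also: 0% = enzyme with substrate and 100% = substrate without enzyme; some results filed as inactive read as strong as hits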
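assay system = purified human Csn5 enzyme expressed in HEK293T cells | amount = 0.24 nM enzyme | buffer or medium = Tris/NaCl/DTT buffer, pH 7.5 | reagent = 10 nM SCFSkp2-Nedd8OG | compound = one concentration, 12.5 µM, 0.25% DMSO | times = 90 min reaction at room temperature | signal = FP | read-out basis = % inhibition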
Rpn11 block – blocks the human proteasome subunit Rpn11; AID 588493; O00487; calls only at 20 µM; 360,000 compounds, 0.59% hits; human 26S proteasome, Ub4-pepOG fluorescence polarization; 20S core pre-blocked with epoxomicin;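 active = inhibition at 20 µM, scaled to each plate's controls, above about 33%, limit read from the data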
LMPTP inh – blocks human LMPTP phosphatase | P24666 | recombinant LMPTP-A, OMFP fluorogenic substrate, fluorescence intensity | inhibition, % at 20 µM | 360,000 compounds, 0.22% hits | AID 651560;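 active = compounds that cut the enzyme signal by at least half of the control window in the single-dose screen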;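 also: plate controls were DMSO wells with enzyme plus substrate for no effect and substrate without enzyme for full effect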
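Assay system: LMPTP-A, protein tyrosine phosphatase of low molecular weight / Medium: pH 6.0 Bis-Tris buffer with DTT and Triton X-100 / Schedule: 50 min enzyme reaction at room temperature, protected from light / Measured by: endpoint fluorescence intensity from OMFP dephosphorylation / Read-out basis: % inhibition relative to no-enzyme and uninhibited control wells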
* hit, by the source's call; i = inactive; / = not tested or not shown.

SMILES | STEP inh | Scp1 inh | PABP1 MLLE inh | NadD block | SUMO1-SIM PPI | TbMetRS inhib | DNMT1 block | CSN inh | Rpn11 block | LMPTP inh
C=CCn1c(SCC(=O)Nc2ccc(C(=O)OCC)cc2)nnc1-c1sc(N)nc1C | 2 | 1 | 1 | -4 | 0 | -1.1 | 0 | 2 | i | -1.5
C[C@H](NC(=O)C1CCN(S(=O)(=O)c2ccccc2)CC1)C(=O)NCc1cccc(Cl)c1 | 0 | -8 | -8 | -3 | 3 | -0.3 | 0 | 1 | i | -0.4
O=C(N/N=C1\CCCc2c1[nH]c1ccc(Cl)cc21)c1ccncc1 | 1 | -17 | 17 | 2 | -15 | 0.5 | 0 | 3 | i | 5.9
CN(CC(=O)NCCc1ccccc1)S(=O)(=O)c1ccc(Br)s1 | 1 | 41 | 1 | -4 | 3 | -1.1 | 1 | 0 | i | -0.3
COc1ccc(C(=O)NCCCc2ccccc2)cc1OC | 0 | 9 | 1 | 1 | -2 | -0.4 | -2 | -3 | i | 1.4
O=C(c1ccccc1NS(=O)(=O)c1ccccc1[N+](=O)[O-])N1CCOCC1 | 11 | -3 | 0 | -3 | 2 | -0.6 | 2 | 2 | i | -2.3
CC(NS(C)(=O)=O)C(c1cccs1)N1CCN(Cc2ccccc2)CC1 (stereo not drawn) | -4 | 0 | -9 | 2 | -4 | 0.5 | -6 | 4 | i | -2.0
CN(c1ccc(-c2csc(NC(=O)C3CC(=O)N(Cc4ccco4)C3)n2)cc1)S(C)(=O)=O (stereo not drawn) | -2 | 29 | -25 | 8 | 5 | -0.3 | 7 | 1 | i | 1.5
OC[C@@H]1CN(Cc2cccs2)C[C@H](n2cnc3c(NC4CCC4)ncnc32)O1 | 2 | / | 4 | 0 | -3 | -0.3 | 5 | -1 | i | 0.3
O=C(NC(=S)Nc1ccc(NC(=O)c2cccs2)cc1)c1cc2ccccc2o1 | 3 | 6 | 18 | 3 | 6 | -2.2 | -4 | -7 | i | 14
CC(NC(=S)Nc1cccc(C(F)(F)F)c1)C(C)(C)C (stereo not drawn) | -2 | -2 | 22 | -9 | -1 | -0.3 | 11 | -9 | i | 1.1
CN(c1ccc(C(=O)Nc2ccc(Cl)cn2)cc1)S(=O)(=O)c1ccccc1 | -2 | -1 | 2 | 0 | -3 | -0.7 | -5 | -3 | i | 0.4
COc1ccc(OC)c(/C=C2\SC(=S)N(NS(=O)(=O)c3ccccc3)C2=O)c1 | -4 | -13 | -19 | 4 | -7 | 0.4 | 1 | 2 | i | 1.0
CC(NC(=O)c1ccco1)C(=O)N1CCc2ccccc2C1 (stereo not drawn) | 2 | -6 | -3 | -1 | -2 | -0.8 | 2 | -2 | i | -1.7
COc1ccc(S(=O)(=O)N2CCN(c3ccc4nnc(-c5ccccc5)n4n3)CC2)cc1 | 3 | 3 | 8 | 3 | 2 | -0.1 | -11 | -3 | i | 7.9
CC(C)Cn1c(O)c2ccc(C(=O)N=NC(=O)c3cccnc3)cc2c1O | 1 | 6 | -1 | 4 | -20 | -1.0 | 0 | -3 | i | -1.7
O=C(C1CC1)N1N=C(c2cccc(Br)c2)CC1(O)C(F)(F)F (stereo not drawn) | -3 | -4 | -2 | -9 | 3 | 0.3 | 1 | 3 | i | 2.3
COc1ccc(S(=O)(=O)N2CCCCCC2)cc1C(=O)N(C)Cc1ccc(F)cc1 | -2 | 2 | -10 | -6 | 2 | -0.5 | -9 | 2 | i | 0.1
CCCS(=O)(=O)NC(=O)C1(C)CCN(C(=O)c2nc(C)oc2C)C1 (stereo not drawn) | 0 | / | 1 | 1 | 2 | -0.3 | 0 | 0 | i | -2.8
NC(=S)Nc1cc(Cl)ccc1Cl | -1 | -4 | 29 | 0 | 0 | 0.3 | 2 | -2 | i | -0.2
O=C(/C=C/c1cccc([N+](=O)[O-])c1)NCc1ccc2c(c1)OCO2 | -3 | -5 | 4 | -8 | -23 | 0.1 | 1 | -4 | i | -1.0
O=C(CSc1ccc2c(c1)OCCO2)NC(=O)NC1CCCC1 | -2 | -6 | -4 | -2 | 2 | -1.0 | -1 | -3 | i | 0.4
COc1ccc(S(N)(=O)=O)cc1C(=O)OCCCC(=O)c1ccccc1 | 1 | -10 | -8 | 2 | 1 | 0.4 | 0 | -3 | i | -1.0
CCOc1ccc(-n2c(-c3ccccc3)c[n+]3c2CCCCC3)cc1 | 2 | 3 | 7 | 14 | -2 | -0.5 | 0 | -2 | i | -0.1
Cc1cc(C)n2nc(SCC(=O)N(C(C)C)C(C)C)nc2n1 | -2 | -13 | -6 | 0 | -4 | -0.1 | 6 | 2 | i | -1.1
O=C(NC1CCCCC1)C(c1ccco1)N(C(=O)c1csnn1)c1ccc(Cl)cc1 (stereo not drawn) | 2 | -2 | 17 | -1 | 0 | 0.2 | -1 | -3 | i | 0.2
COc1ccc(C(=O)Nc2ccc3oc(-c4cccnc4)nc3c2)cc1OC | -2 | -1 | -9 | 3 | 3 | -0.5 | -4 | 5 | i | 1.8
CC(C)(Oc1ccc(Cl)cc1)C(=O)Nc1c2c(nn1C(C)(C)C)CS(=O)(=O)C2 | -3 | 1 | -1 | -4 | 7 | -0.5 | 0 | -2 | i | 0.3
O=C(CSc1nnc(-c2ccccc2)o1)N1CCCC1 | 0 | -1 | -26 | -2 | 1 | -0.5 | 1 | -1 | i | -1.3
CCOc1ccc(/C=C2\SC(=S)N(NC(=O)c3ccncc3)C2=O)cc1OC | -2 | -5 | -37 | -5 | -5 | -0.3 | 4 | 4 | i | 0.3
O=C(OCC(=O)N1CCCC1)c1cncc(Br)c1 | 1 | -2 | -4 | 3 | 3 | -1.0 | -1 | 0 | i | -1.4
Cc1cc(C)c(C#N)c(SCS(=O)Cc2ccc(Cl)cc2)n1 (stereo not drawn) | 3 | -6 | 4 | 1 | 6 | -0.2 | 0 | -2 | i | 0.7
CCOc1ccc(CCNC(=O)c2ccc(Cl)c(S(=O)(=O)N3CCOCC3)c2)cc1OCC | 8 | 36 | -7 | -4 | 4 | -0.2 | 8 | 3 | i | 4.3
COc1cccc(OC)c1C(=O)Nc1cccc(C(=O)Nc2cccc(C(=O)O)c2)c1 | 0 | -7 | 13 | -2 | -4 | 0.3 | 2 | -2 | i | -0.2
S=c1[nH]nc(COc2ccccc2)n1/N=C/c1cccc(Br)c1 | 5 | -5 | -64 | 4 | 9 | -0.8 | 0 | -5 | i | 0.9
COc1ccccc1CNC(=O)COC(=O)c1nccnc1N | -1 | -2 | -18 | 2 | -5 | 0.3 | -7 | -5 | i | 1.4
CCC(C(=O)NCC1CCCO1)N(Cc1ccc(F)cc1)C(=O)CNS(=O)(=O)c1ccccc1 (stereo not drawn) | -1 | -7 | 3 | -5 | 2 | -0.8 | 1 | 2 | i | 0.2
Cc1ccccc1N1CCN(C(=O)c2ccccc2NC(=O)c2ccccc2C(=O)O)CC1 | 0 | 11 | -2 | 7 | -2 | -0.8 | 1 | -10 | i | -0.6
O=S(=O)(CCOc1ccccc1)N1CCOCC1 | -3 | -5 | -6 | 1 | -1 | -0.7 | 4 | -17 | i | -0.2
O=C(CN1CCN(S(=O)(=O)c2cc(Br)ccc2Br)CC1)NCc1ccccc1Cl | 4 | 9 | -33 | 3 | 2 | -0.5 | -10 | -3 | i | 4.1
O=C(NCCc1ccccc1)c1c(O)c2ccccc2[nH]c1=O | 3 | -8 | -5 | -1 | 0 | -1.6 | 0 | 0 | i | -0.2
Cc1cc(C)nc(NS(=O)(=O)c2ccc(N/C=C3\CCCC3=O)cc2)n1 | -1 | 8 | 7 | 5 | -4 | 0.1 | 2 | 0 | i | -2.2
CCCc1[nH]nc2c1C(c1ccccc1OCC)C(C#N)=C(N)O2 (stereo not drawn) | 0 | -5 | -6 | -4 | -4 | -0.3 | -13 | -3 | i | -1.9
CCCOc1ccc(C(=O)CCC(=O)OCC(=O)Nc2cccc(S(N)(=O)=O)c2)cc1 | -5 | -5 | -3 | -5 | 1 | -0.2 | -6 | -2 | i | 0.4
CCOC(=O)c1nn(-c2ccc(Cl)cc2)c2nc(CC)c(C#N)c(=O)n12 | 2 | 3 | -12 | -3 | 7 | -0.7 | 1 | -4 | i | -0.4
CC(C)(C)c1nc(C(C)(C)C)c(Br)c(=O)[nH]1 | -3 | -12 | 5 | -5 | -1 | 0.3 | 1 | 2 | i | 0.5
CCCCOC(=O)C1=C(C)NC(=O)NC1c1ccc2c(c1)OCO2 (stereo not drawn) | 2 | 0 | 5 | -6 | 5 | -1.5 | -1 | 3 | i | -1.1
CCc1nc(SCC(=O)Nc2ccnc3ccccc23)n[nH]1 | 5 | 0 | 7 | 2 | 0 | -0.4 | 0 | 4 | i | 0.5
Cc1ccccc1NC(=S)NCC(c1cccnc1)N(C)C (stereo not drawn) | 3 | -6 | 7 | 2 | 4 | 0.0 | 5 | -7 | i | -3.5
CCN1C(=O)c2ccccc2Sc2ccc(C(=O)O)cc21 | -2 | -13 | -8 | -4 | 5 | 0.1 | 0 | 16 | i | -1.5
CC(C)(C)C1CCC(C(=O)NCCc2ccc(S(N)(=O)=O)cc2)CC1 (stereo not drawn) | 2 | -5 | 6 | -1 | 3 | -0.2 | 0 | 1 | i | -0.2

Pulled by structure from the entries so far, two records:
SMILES | STEP inh | Scp1 inh | PABP1 MLLE inh | NadD block | SUMO1-SIM PPI | TbMetRS inhib | DNMT1 block | CSN inh | Rpn11 block | LMPTP inh
CCCc1[nH]nc2c1C(c1ccccc1OCC)C(C#N)=C(N)O2 (stereo not drawn) | 0 | -5 | -6 | -4 | -4 | -0.3 | -13 | -3 | i | -1.9
CCCOc1ccc(C(=O)CCC(=O)OCC(=O)Nc2cccc(S(N)(=O)=O)c2)cc1 | -5 | -5 | -3 | -5 | 1 | -0.2 | -6 | -2 | i | 0.4
